MgcRacGAP inhibition: MgcRacGAP GTPase-activating activity inhibitors, confirmation, biochemical, ADP Hunter fluorescence | one-dose inhibition, % at 30 µM; IC50 in µM for titrated hits | MgcRacGAP-stimulated Rac1 GTP hydrolysis, ADP Hunter fluorescence; higher % means a stronger effect; GST-tagged Rac1 F28L mutant substrate | 0.6% of 340,000 active;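 active means first-screen hits whose inhibition reached a set limit at any dose in the follow-up dose series; inconclusive means inhibition above the set first-screen limit but never retested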;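 further: fluorescence reports GDP produced by GAP-driven GTP hydrolysis; strong numbers were not always called active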
GPR35 antagonists: GPR35 antagonists blocking zaprinast-driven arrestin recruitment, primary screen, imaging, U2OS, beta-arrestin-GFP, zaprinast agonist (AID 2058). G-protein coupled receptor 35 (Homo sapiens). U2OS GPR35 beta-arrestin-GFP translocation imaging, zaprinast antagonism; higher % means a stronger effect. inhibition, % at 10 µM, or IC50 in µM where a hit was titrated. 0.052% of 290,000 active;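 active means inhibition of at least 50% with at least 30 cells and total cytoplasm GFP at most 10,000,000; inconclusive means under 30 cells or total GFP of 10,000,000 plus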
PhoP inhibition: inhibitors of PhoP regulon expression, primary screen, Salmonella Typhimurium, GFP reporter (AID 1863) | S. Typhimurium PhoP-regulated promoter GFP reporter, 4 h; higher % means a stronger effect | inhibition, % at 50 µM, or IC50 in µM where a hit was titrated | 0.16% of 300,000 active;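 active means inhibition over 29.93%, a cutoff 3 SD above the screen mean, later confirmed by dose response; inconclusive means inhibition over 29.93% but no dose response follow-up; inactive means inhibition at most 29.93% or unconfirmed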;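 further: 0% = low Mg2+ inducing control and 100% = high Mg2+ repressing control; strong numbers were not always called active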
Dengue-2 NS5 capping: Dengue-2 NS5 methyltransferase inhibitors, primary screen, biochemical, confirmation dose response (AID 588689); Dengue-2 NS5 methyltransferase capping enzyme assay, biochemical; higher % means a stronger effect; inhibition, % at 25 µM; hits with a dose series show IC50 in µM; 0.3% of 340,000 active; in the data active means a potency from the dose series; inconclusive means inhibition above about 29% without an active follow-up result
SV40 large T antigen: SV40 large T antigen inhibitors, biochemical (AID 1903); SV40 large T antigen ATPase/helicase inhibition assay; higher % means a stronger effect; one-dose inhibition, % at 20 µM; IC50 in µM for titrated hits; 0.39% of 310,000 active; in the data active means a potency from the dose series; inconclusive means inhibition mostly from about 32% at the one dose, without a potency; inactive means the rest, 99 in 100 with inhibition below about 32%; further: strong numbers were not always called active
ER stress rescue: rescue of cells from ER stress-induced death, primary screen, 384-well, CSM14.1, thapsigargin, ATP luminescence (AID 1222); 190,000 tested, under 10 active; one-dose cellular ATP content (survival), % at 20 µM; EC50 in µM for titrated hits; CSM14.1 thapsigargin-induced death rescue, ATP luminescence; higher % means a stronger effect;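 active means EC50 below 50 µM in the dose-response confirmation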;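 further: death triggered by thapsigargin at about 15 µM added after 2 h compound pretreatment; cell ATP read after overnight thapsigargin exposure of roughly 18 to 22 hours; normalized against plate controls of thapsigargin alone and 5% DMSO vehicle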
West Nile antiviral: West Nile virus antiviral activity, cell-based, CPE readout (AID 1621); West Nile virus-infected cells, CPE inhibition; higher % means a stronger effect; 0.02% of 290,000 active; one-dose CPE inhibition, % at 10 µM; IC50 in µM for titrated hits; in the data active means a potency from the dose series; inconclusive means CPE inhibition mostly from about 3.7% at the one dose, without a potency; inactive means the rest, 99 in 100 with CPE inhibition below about 2.2%; further: strong numbers were not always called active
LYP inhibition: inhibitors of LYP phosphatase, biochemical, fluorescence intensity, uHTS (AID 1779); one-dose inhibition, % at 11.5 µM; IC50 in µM for titrated hits; 0.054% of 290,000 active; recombinant LYP phosphatase, fluorescence intensity; higher % means a stronger effect; in the data active means inhibition above about 50%;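 further: plate controls were vehicle with enzyme for no effect and no enzyme for full effect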
RSV CPE inhibition: RSV antiviral activity via CPE protection, HEp-2 cells, primary 10 µM value included (AID 2391). 0.13% of 310,000 active. CPE inhibition, % at 10 µM; hits with a dose series show IC50 in µM. HEp-2 cells, RSV-induced CPE inhibition; higher % means a stronger effect; in the data active means a potency from the dose series; inconclusive means CPE inhibition mostly from about 23% at the one dose, without a potency; inactive means the rest, 99 in 100 with CPE inhibition below about 21%; further: strong numbers were not always called active
Active calls of the source: *; ? = inconclusive; / = no result given.

1: Cc1ccc(C(O)CCc2ccc(N)cc2)cc1 (stereo not drawn)
2: COc1cc(C2c3c(oc4ccccc4c3=O)C(=O)N2c2nccs2)ccc1O (stereo not drawn)
3: C1CCC(CNc2c3c(nc4nnnn24)CCCC3)CC1
4: O=C(NNC1CC(=O)N(c2ccccc2)C1=O)c1ccco1 (stereo not drawn)
5: Cc1ccc(-n2ccnc2SCC(=O)N(CC(C)C)C2CCS(=O)(=O)C2)c(C)c1 (stereo not drawn)
6: O=C(CN1CCOCC1)Nc1nc2ccc(Br)cc2s1
7: Cc1ccccc1OCCC(=O)OCC(=O)Nc1c(F)cccc1F
8: COc1ccc2c(c1)c(=O)c(C(=O)c1ccc(Cl)cc1)cn2CC(=O)Nc1ccc(F)cc1

Assay by compound	1	2	3	4	5	6	7	8
MgcRacGAP inhibition	6%	8%	10%	5%	11%	11%	6%	4%
GPR35 antagonists	4%	11%	1%	14%	6%	3%	/	3%
PhoP inhibition	7%	-4%	-7%	-1%	7%	-9%	-4%	3%
Dengue-2 NS5 capping	-4%	-7%	-3%	/	-1%	-4%	4%	-3%
SV40 large T antigen	17%	20%	4%	3%	7%	12%	-5%	8%
ER stress rescue	/	/	0.7%	1.4%	-2.3%	0.0%	/	-3.6%
West Nile antiviral	-0.1%	1.3%	-1.1%	0.1%	-0.3%	-0.4%	/	/
LYP inhibition	-9%	-2%	-5%	-5%	-10%	-3%	/	-1%
RSV CPE inhibition	-0.5%	1.1%	1.2%	0.7%	1.8%	-0.4%	0.9%	-0.6%

9: Cc1ccc(C)c(N(CC(=O)NCc2ccc3c(c2)OCO3)C(=O)CCC(=O)Nc2ccccn2)c1
10: CCCCn1nnnc1NCc1cc(OC)c(OC)cc1OC
11: CCSc1nnc(NC(=O)[C@H](C)NC(=O)c2ccccc2Cl)s1
12: COc1cccc(-c2nc(CS(=O)(=O)CC(=O)Nc3ccc(F)cc3F)c(C)o2)c1
13: COc1ccc(C)cc1NC(=O)CCC(=O)Nc1nnc(C2CCCCC2)s1
14: CCOc1ccc(NC(=O)CCc2ccc(C)o2)cc1
15: O=C(/C=C/c1ccco1)Oc1ccc(C(=S)N2CCOCC2)cc1
16: CCCn1c(=O)c(C(=O)NCc2ccc(OC)c(OC)c2)c(O)c2ccccc21

Assay by compound	9	10	11	12	13	14	15	16
MgcRacGAP inhibition	-1%	6%	10%	2%	8%	7%	4%	9%
GPR35 antagonists	12%	-6%	10%	10%	-9%	11%	12%	9%
PhoP inhibition	18%	36%	5%	-5%	-5%	-2%	-2%	1%
Dengue-2 NS5 capping	-12%	-9%	-4%	-4%	-1%	-1%	/	1%
SV40 large T antigen	0%	10%	5%	4%	6%	5%	-5%	2%
ER stress rescue	1.5%	1.8%	0.0%	/	/	/	-0.1%	-0.5%
West Nile antiviral	-0.2%	0.3%	0.1%	-0.6%	-0.9%	-0.7%	0.6%	1.2%
LYP inhibition	-5%	-4%	0%	-10%	-14%	-12%	0%	-5%
RSV CPE inhibition	1.1%	0.1%	3.3%	13%	3.4%	3.3%	1.1%	3.6%

17: O=S(=O)(c1ccc2ccccc2c1)N1CCCCC1
18: Cc1ccc(CNC(=O)Nc2ccccc2)c(C)c1
19: COCCn1c(SCC(=O)c2ccccc2)nc2ccccc2c1=O
20: COC(=O)c1cc(C(=O)Nc2nnc(CC(C)(C)C)s2)cc([N+](=O)[O-])c1
21: COc1ccc(-c2nc(CSCC(=O)N3CCN(c4cccc(C)c4)C(C)C3)c(C)o2)cc1OC (stereo not drawn)
22: O=C(CCN1C(=O)/C(=C/c2ccccc2Cl)SC1=S)NCCc1ccc(O)cc1
23: CCOc1ccccc1N(C(=O)c1snc(C(N)=O)c1N)C(C(=O)NC1CCCC1)c1cccs1 (stereo not drawn)
24: CON(C)c1nc(OCCNC(=O)COc2ccc(Cl)cc2C)nc(N(C)C)n1

Assay by compound	17	18	19	20	21	22	23	24
MgcRacGAP inhibition	7%	5%	/	7%	7%	2%	9%	5%
GPR35 antagonists	2%	10%	14%	-8%	-6%	1%	3%	-18%
PhoP inhibition	13%	3%	-2%	15%	-8%	8%	1%	1%
Dengue-2 NS5 capping	8%	-3%	/	3%	-2%	3%	-7%	-5%
SV40 large T antigen	9%	0%	17%	6%	4%	1%	7%	6%
ER stress rescue	/	/	5.1%	-3.0%	/	/	/	-0.7%
West Nile antiviral	2.3%	0.0%	-0.7%	0.4%	/	12%	-0.3%	-0.5%
LYP inhibition	-3%	-8%	-10%	10%	-4%	-7%	-8%	-3%
RSV CPE inhibition	1.5%	4.2%	0.6%	3.6%	4.0%	-1.9%	16%	4.6%

25: O=C(CCc1ccccc1Cl)NC1CCCN(c2ccc(C(F)(F)F)cn2)C1 (stereo not drawn)
26: Cc1c(NC(=O)c2ccccc2NC(=O)COc2ccccc2)cccc1C(=O)O
27: COc1ccc(C(=O)CSc2nnc(CNC(=O)c3ccc(S(=O)(=O)N(C)C)cc3)o2)cc1
28: CCOc1ccc2c(c1)[nH]c(=S)n2C
29: CCCOc1ccccc1OCC(=O)Nc1ccc(S(=O)(=O)N2CCCC2)cc1
30: Cc1ccc(NC(=O)NCc2cccnc2)cc1C
31: COc1ccccc1CCn1cnc2c3cc(C)ccc3n(C)c2c1=O
32: CCOC(=O)N1CCC(N2Cc3cccc(C(=O)Nc4ccc(CC)cc4)c3C2=O)CC1

Assay by compound	25	26	27	28	29	30	31	32
MgcRacGAP inhibition	-7%	3%	8%	14%	0%	5%	2%	9%
GPR35 antagonists	-7%	-14%	0%	-9%	/	2%	14%	-8%
PhoP inhibition	2%	-2%	-5%	-4%	0%	6%	16%	-2%
Dengue-2 NS5 capping	2%	-1%	4%	-8%	-6%	-3%	-15%	-10%
SV40 large T antigen	-2%	9%	30%	7%	13%	22%	6%	-7%
ER stress rescue	/	/	/	/	/	/	-1.2%	-0.6%
West Nile antiviral	0.2%	-0.4%	-0.1%	0.8%	/	-0.6%	0.2%	0.5%
LYP inhibition	-6%	-7%	-1%	-7%	/	-4%	-5%	0%
RSV CPE inhibition	1.3%	2.6%	1.8%	3.0%	-0.7%	1.2%	5.4%	5.0%

33: Cc1ccc(-c2nc(-c3ccccn3)sc2CC(=O)O)cc1
34: COc1cccc(CNC(=O)C2CCN(S(=O)(=O)c3cccs3)CC2)c1
35: Cn1c(=O)[nH]c(=O)c2c1nc(NC1CCCCC1)n2CC(=O)NC1CCCCC1
36: COC(=O)C1CCN(C(=O)c2ccc3oc(Cc4ccc(Cl)cc4)nc3c2)CC1
37: Cc1cc(O)c(-c2cc(C(=O)NCCc3ccc(S(N)(=O)=O)cc3)[nH]n2)cc1C
38: C[C@@H](NC(=O)CN1C(=O)c2ccccc2S1(=O)=O)c1ccccc1
39: Cc1ccc(C(=O)OCC(=O)c2ccc(S(=O)(=O)N3CCCCC3)cc2)o1
40: COc1ccc(OC)c(CN(CCCN2CCOCC2)S(=O)(=O)c2ccc(NC(C)=O)cc2)c1

Assay by compound	33	34	35	36	37	38	39	40
MgcRacGAP inhibition	11%	5%	/	3%	13%	-1%	2%	2%
GPR35 antagonists	-2%	-2%	0%	8%	2%	-6%	/	8%
PhoP inhibition	/	0%	2%	-2%	-3%	1%	6%	7%
Dengue-2 NS5 capping	-3%	1%	/	-6%	-8%	8%	0%	-7%
SV40 large T antigen	4%	5%	16%	12%	10%	4%	16%	2%
ER stress rescue	/	0.3%	/	/	/	/	/	1.0%
West Nile antiviral	-0.1%	-0.2%	-0.1%	-0.4%	-0.1%	0.2%	/	0.2%
LYP inhibition	-5%	1%	1%	-8%	-4%	-14%	/	-9%
RSV CPE inhibition	2.1%	-0.5%	/	5.1%	0.7%	0.7%	-1.0%	1.2%

41: CC(=O)OC(C(=O)Nc1ccccc1)C(C)S(=O)(=O)c1ccccc1 (stereo not drawn)
42: COc1ccc(N=C2S/C(=C\c3ccc(C)s3)C(=O)N2CC(C)C)cc1
43: COCCN(C(=O)CCC(=O)Nc1cc(C)on1)C(C(=O)NC(C)(C)C)c1ccc(OC)cc1 (stereo not drawn)
44: Cc1cccc(-c2nc(CS(=O)CC(=O)NCCc3ccccc3)c(C)o2)c1 (stereo not drawn)
45: COC(=O)c1ccc(OCC2c3cc(OC)c(OC)cc3CCN2C(=O)c2ccco2)cc1 (stereo not drawn)
46: COC(=O)c1cc2oc(C)cc2n1CC(=O)N(C)c1ccccc1
47: CCc1ccc(N(CC(=O)O)S(=O)(=O)c2c(C)noc2C)cc1
48: CCN1CCN(C(=O)C2=CC(c3ccc(OC)cc3)=NS(=O)(=O)N2C)CC1
49: COc1cc(/C=C(\C#N)c2[nH]nc(N)c2C#N)cc(OC)c1O
50: COC(=O)[C@@]1(Cc2ccc(OC)cc2)[C@H]2c3cc(C(=O)N4CCCC4)n(C[C@H](O)CO)c3C[C@H]2CN1C(=O)c1ccccc1
51: CC(=O)c1ccc(N2CCN(C(=O)C3CCC3)CC2)cc1

Assay by compound	41	42	43	44	45	46	47	48	49	50	51
MgcRacGAP inhibition	4%	16%	-65%	8%	6%	5%	4%	8%	1%	/	9%
GPR35 antagonists	1%	5%	-10%	-8%	12%	-5%	3%	-15%	4%	/	11%
PhoP inhibition	-3%	-6%	-1%	-7%	6%	-9%	0%	/	-3%	-4%	4%
Dengue-2 NS5 capping	-5%	0%	2%	-5%	-3%	-3%	3%	0%	-48%	/	-6%
SV40 large T antigen	7%	6%	2%	11%	2%	5%	-3%	7%	18%	5%	9%
ER stress rescue	-0.6%	-3.8%	/	/	-1.0%	/	/	/	-0.7%	/	-2.9%
West Nile antiviral	0.7%	-0.1%	-0.7%	-0.6%	?	-0.7%	0.5%	-0.5%	?	-0.2%	-0.1%
LYP inhibition	-5%	0%	-8%	-14%	5%	0%	3%	-6%	5%	/	7%
RSV CPE inhibition	12%	-0.2%	0.3%	0.1%	1.9%	-2.2%	1.1%	2.0%	2.8%	-0.9%	0.4%

An excerpt of these results, with tabs:
no.	canonical_smiles	MgcRacGAP inhibition	GPR35 antagonists	PhoP inhibition	Dengue-2 NS5 capping	SV40 large T antigen	ER stress rescue	West Nile antiviral	LYP inhibition	RSV CPE inhibition
46	COC(=O)c1cc2oc(C)cc2n1CC(=O)N(C)c1ccccc1	5%	-5%	-9%	-3%	5%	/	-0.7%	0%	-2.2%
47	CCc1ccc(N(CC(=O)O)S(=O)(=O)c2c(C)noc2C)cc1	4%	3%	0%	3%	-3%	/	0.5%	3%	1.1%
48	CCN1CCN(C(=O)C2=CC(c3ccc(OC)cc3)=NS(=O)(=O)N2C)CC1	8%	-15%	/	0%	7%	/	-0.5%	-6%	2.0%
49	COc1cc(/C=C(\C#N)c2[nH]nc(N)c2C#N)cc(OC)c1O	1%	4%	-3%	-48%	18%	-0.7%	?	5%	2.8%
